Compound activity (PubChem)
D2 PAM = HTS Assay for Positive Allosteric Modulators of the Human D2 Dopamine Receptor: Primary Screen for Potentiators. D(2) dopamine receptor (Homo sapiens), P14416. HEK293 T-REx D2, calcium flux, EC20 dopamine potentiation. potentiation, % at 10 µM. hit rate 0.34% among 340,000. AID 485347, 2010;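 active means potentiation over 3 SD above the plate norm, cut at about 30% in these data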; further: 0% is about no effect
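Tetracycline-induced HEK293 T-REx cells force-coupled to calcium signalling expressed D2; compounds were pin-added after a 10 s baseline, read kinetically 180 s, then an EC20 dopamine challenge followed with a further 180 s calcium read.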
TRHR enhancer = qHTS for Small Molecule Agonists and Allosteric Enhancers of Human TRH Receptor: Primary Screen for Enhancers | Thyrotropin-releasing hormone receptor (Homo sapiens), P34981 | enhancement, % at 2 µM | hit rate 0.66% among 360,000 | TRHR cells, fluo-8 calcium fluorescence, EC20 TRH enhancement; in the data active means enhancement above about 30%; further: 0% is about no effect
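Enhancer read-out: after compound pinning and an initial kinetic agonist-mode read, an EC20 of TRH (10 nM final) was injected and fluo-8 calcium signal (Ex 480/Em 530) followed at 1 s/cycle for 100 cycles in TRHR-expressing cells.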
TRHR agonist = qHTS for Small Molecule Agonists and Allosteric Enhancers of Human TRH Receptor: Primary Screen for Agonists; Thyrotropin-releasing hormone receptor (Homo sapiens), P34981; TRHR cells, calcium flux fluo-8, FDSS agonist mode; activation, % at 2 µM; hit rate 0.18% among 360,000; AID 493084, 2011; further: 0% is about no effect
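Steps: seed TRHR cells overnight; add fluo-8 no-wash Ca dye, RT 30 min–1.5 h; record 10 s baseline; pin-transfer compounds; monitor fluorescence 1 cycle/s for the agonist window. Calcium increases flag candidate agonists.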
D2 antag = HTS Assay for Allosteric Antagonists of the Human D2 Dopamine Receptor: Primary Screen for Antagonists; inhibition, % at 10 µM; D(2) dopamine receptor (Homo sapiens), P14416; hit rate 2% among 340,000; AID 485344, 2010; HEK293 TREx D2 cells, calcium flux, dopamine EC80; in the data active means inhibition above about 30%; further: 0% is about no effect
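Dopamine at EC80 is the agonist stimulus; test compounds precede it by 180 s. Calcium flux read kinetically in a force-coupled, inducible HEK293 T-REx D2 cell line.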
D1 antagonist = Antagonist of Human D 1 Dopamine Receptor: qHTS; D(1A) dopamine receptor (Homo sapiens), P21728; HEK293 TREx D1 cells, calcium flux, dopamine EC80; hits give low values; activity change, negative = inhibition, % at 10 µM; hit rate 3.2% among 360,000; AID 504652, 2011; in the data active means activity change below about -30%; further: on the % scale 0 is the no-effect control and ±100 the full control effect
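Kinetic fluorescence of a calcium dye serves as the read-out. D1-expressing Hek293 Trex cells, induced overnight at 30 C, are exposed to compound for 180 s before an EC80 dopamine addition, then read 180 s further.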
D2 ag = HTS Assay for Allosteric Agonists of the Human D2 Dopamine Receptor: Primary Screen for Agonists; hit rate 0.53% among 340,000; activation, % at 2 µM; HEK293 T-REx D2 cells, calcium flux agonist mode; AID 485358, 2010; D(2) dopamine receptor (Homo sapiens), P14416;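 active means activation over 3 SD above normal in the single-dose calcium agonist read, cut at about 30% in these data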; further: 0% is about no effect
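HEK293 Trex D2 cells, tetracycline-induced, o/n 30 C 5% CO2; no-wash Ca dye, RT 30–90 min; 10-cycle baseline, 23 nl cpd added, kinetic Ca read 180 s; agonist hits = positive Ca response.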
RXFP1 antagonist = qHTS Assay for Antagonists of the Relaxin Receptor RXFP1; AID 1259400, 2018; hit rate 0.59% among 350,000; activity change, negative = inhibition, % at 57.5 µM; HEK293-RXFP1, relaxin-stimulated cAMP HTRF, 30 min; hits give low values; Relaxin receptor 1 (Homo sapiens), Q9HBX9;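 active means activity change of -60% or lower, but not beyond a set lower limit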; further: on the % scale 0 is the no-effect control and ±100 the full control effect
Target sequence (Q9HBX9 whole entry, looked up): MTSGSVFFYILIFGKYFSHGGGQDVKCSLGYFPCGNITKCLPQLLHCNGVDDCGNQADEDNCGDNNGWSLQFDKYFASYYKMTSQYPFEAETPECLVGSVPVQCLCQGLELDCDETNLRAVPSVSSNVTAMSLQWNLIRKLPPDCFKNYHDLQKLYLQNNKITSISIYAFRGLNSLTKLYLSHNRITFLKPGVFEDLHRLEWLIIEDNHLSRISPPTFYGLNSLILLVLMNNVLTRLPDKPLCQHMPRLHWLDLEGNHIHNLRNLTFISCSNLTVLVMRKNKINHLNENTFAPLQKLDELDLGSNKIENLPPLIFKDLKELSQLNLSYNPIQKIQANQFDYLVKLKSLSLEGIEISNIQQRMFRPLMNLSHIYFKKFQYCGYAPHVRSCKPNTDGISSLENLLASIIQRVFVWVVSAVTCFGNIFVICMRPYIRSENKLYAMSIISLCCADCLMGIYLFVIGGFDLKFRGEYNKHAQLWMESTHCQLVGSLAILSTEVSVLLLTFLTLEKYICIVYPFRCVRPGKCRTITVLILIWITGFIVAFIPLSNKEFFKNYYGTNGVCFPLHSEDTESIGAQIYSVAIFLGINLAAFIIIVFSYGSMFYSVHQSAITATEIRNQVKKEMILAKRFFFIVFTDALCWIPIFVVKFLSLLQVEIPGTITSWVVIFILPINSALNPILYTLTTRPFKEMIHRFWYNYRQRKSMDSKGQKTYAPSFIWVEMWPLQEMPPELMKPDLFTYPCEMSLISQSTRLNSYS
D1 ag = Allosteric Agonists of the Human D1 Dopamine Receptor: qHTS. HEK293 T-REx D1 cells, calcium flux, agonist mode. activation, % at 2 µM. AID 504660, 2011. hit rate 1% among 360,000; further: 0% is about no effect
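Tetracycline-induced HEK293 TREx D1 cells, force-coupled to calcium signalling, were dye-loaded with a no-wash calcium kit. Compound was pin-added after a 10 s baseline. Fluorescence was read kinetically at 1 cycle/s for 180 s, with calcium rises flagged as agonism.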
D1 potentiator = Potentiators of Human D1 Dopamine Receptor: qHTS. HEK293 TREx D1 cells, calcium flux, dopamine EC20 potentiation. AID 504651, 2011. potentiation, % at 10 µM. hit rate 0.036% among 360,000; in the data active means potentiation above about 30%; further: 0% is about no effect
Numbers without * were called inactive; nt = not tested or not shown. Unless noted, no stated cut-off is given here; in the data, active means activation above about 30%; inactive means the rest. Outcome played no part in choosing rows. About 7.3% of those tested had a hit in this group.

SMILES	D2 PAM	TRHR enhancer	TRHR agonist	D2 antag	D1 antagonist	D2 ag	RXFP1 antagonist	D1 ag	D1 potentiator
CC(=O)Nc1ccc(NC(=O)CSc2nnc(NC(=O)Cc3ccc(F)cc3)s2)cc1	-21	-19	-0.3	34*	-53*	0.0	-5	1	-20
C=C(Cl)COc1ccc2c(CCC)cc(=O)oc2c1	-1	2	1.3	-21	-9	-0.9	-9	3	1
CCOC(=O)Cn1c(C(C)=O)nc2ccccc21	-3	5	0.6	0	-3	0.1	nt	-1	-2
O=C(Nc1ccc(Cl)cc1)Nc1ccc(N2CCCC2)c(S(=O)(=O)Nc2ccccc2Cl)c1	3	1	-0.2	18	-2	0.2	5	3	-3
O=C(OCc1nc2ccccc2s1)[C@@H]1CCCN1S(=O)(=O)c1ccccc1F	nt	2	-0.3	nt	-2	nt	nt	13	-7
Cc1nnc(SCC(=O)NC(C)(C)C)n1NCc1ccc(N(C)C)cc1	14	2	0.1	-3	28	0.7	-16	-3	-9
CCOc1ccc2nc3sc(C(=O)N4CCOCC4)c(N)c3cc2c1	4	-8	0.4	3	-1	2.1	6	0	3
COc1ccc(-c2nc3ccccc3n3c(-c4cccc(C)c4)c4c(=O)n(C)c(=O)n(C)c4c23)cc1OC	-10	0	0.0	nt	-1	-0.6	-14	-1	-5
S=C(NCCc1ccccn1)Nc1cccc(Cl)c1	8	-3	-0.1	-2	-10	-0.1	5	4	-3
CCN(CC)S(=O)(=O)c1cccc(C(=O)N/N=C2\CC(=O)CC(C)(C)C2)c1	-17	-5	2.9	-16	-18	0.7	-14	4	-2
COc1ccc(/C=N\NC(=O)c2ccccc2OC)cc1COc1ccccc1C	11	4	-0.8	9	-13	-1.0	-4	0	2
Cc1cc(=O)oc2cc(OCC(=O)N3CCOCC3)ccc12	48*	0	0.6	2	-5	-0.1	0	1	-2
Cc1cc(C)n(C(=O)c2ccc(C)c(S(=O)(=O)N3CCCCC3)c2)n1	5	-6	-0.7	1	7	0.7	21	4	12
COc1ccc(-c2csc(NC(=O)c3cccc(N4C(=O)CCC4=O)c3)n2)cc1C	-2	14	0.2	-11	-9	0.8	-14	1	0
CCOc1ccccc1CNC(=O)CCN1C(=O)COc2ccccc21	0	0	-0.2	27	2	-0.5	6	1	-4
CCOc1ccccc1NC(=O)c1c(NCc2ccc(C)o2)sc2c1CCCCC2	-5	4	0.2	nt	11	0.2	-33	0	-3
CC(=O)c1cccc(NC(=O)CCC2CCCC2)c1	-14	2	-0.5	-12	4	0.7	10	6	-5
O=C1CC(N2CCC(O)(c3ccc(Cl)cc3)CC2)C(=O)N1Cc1ccc(N2CCCC2=O)cc1 (stereo unspecified)	14	5	0.2	6	8	-1.2	7	3	3
COc1ccc(-n2c(=O)c3c4c(sc3n(Cc3cc(C)ccc3C)c2=O)CN(C(C)=O)CC4)c(OC)c1	4	-10	1.9	nt	17	1.4	nt	3	0
COc1ccc(C)cc1NC(=O)CCCN1C(=O)NC(C)(C)C1=O	-6	6	-0.4	-9	21	-0.2	11	1	5
Cc1cc(Cl)ccc1NC(=O)Cc1ccc(NC(=O)N2CCCCc3ccccc32)cc1	7	3	0.7	nt	-4	-0.5	nt	7	-2
CN1CCN(CCCCOc2ccccc2C=O)CC1	6	8	-0.8	1	1	-0.5	2	8	1
COC(=O)c1cccc(CSc2nnc(-c3ccco3)n2-c2ccccc2)c1	-11	-1	-0.3	6	1	-0.3	-5	2	-1
COc1cc2c(cc1OC)C1C/C(=N\O)C(CC(C)C)CN1CC2 (stereo unspecified)	-20	-2	-0.5	60*	-67*	4.6	-4	0	-22
CN(Cc1ccccc1)S(=O)(=O)c1ccc(Cl)c(C(=O)N2CCC2)c1	13	2	-0.2	8	-18	0.3	4	15	nt
O=C(c1ccc(Cn2c(=S)[nH]c3ccc(N4CCOCC4)cc3c2=O)cc1)N1CCN(c2ccc(F)cc2)CC1	9	5	0.0	-7	0	0.5	-16	0	-1
Cc1cccc(C)c1OCCCCN1CCCCC1	-14	-1	0.8	-17	-1	0.7	1	4	-3
CC(Sc1nnc(-c2ccc(Cl)cc2)n1C)C(N)=O (stereo unspecified)	-6	-2	-0.1	3	15	0.3	-5	2	-4
CC(=O)NCCC(=O)Nc1sc2c(c1-c1nc3ccccc3[nH]1)CCCC2	1	6	-2.0	-14	3	0.1	-13	1	-4
C=CCNc1ncnc2c1cnn2-c1ccc(OC)cc1	1	0	0.6	11	-4	0.2	12	3	-7
CCN(CC(=O)Nc1ccc(NC(C)=O)cc1)C(=O)c1ccc2c(c1)S(=O)(=O)N=C1CCCCCN12	4	3	0.5	14	1	0.1	-19	2	0
Cn1nc(C(C)(C)C)cc1NC(=O)Nc1ccc(F)cc1F	-9	0	-0.1	14	-12	0.1	1	1	-1
CCOCC(=O)Nc1cccc(OC)c1	-4	30*	0.3	-4	2	0.7	1	1	-1
CCSc1nc2n(n1)C(c1cccc(F)c1)C1=C(CCCC1=O)N2 (stereo unspecified)	13	2	0.0	-11	-4	-1.5	-5	0	0
Cc1cc(C)nc(N/N=C/c2cccc([N+](=O)[O-])c2)n1	0	-6	-0.1	2	-6	1.6	-17	1	-5
Cn1c(=O)c2c(ncn2CC(=O)NC(C)(C)C)n(C)c1=O	8	-7	0.1	-2	-4	-2.2	-3	4	-1
CCOC(=O)N1CCN(C(=S)Nc2cccc(C)c2)CC1	-4	-2	0.2	-3	10	-0.1	-16	0	0
COc1ccc(/C(C)=N\Nc2nc(-c3ccc(Cl)cc3)cc(C(F)(F)F)n2)cc1OC	-3	25	-0.6	-5	-10	0.3	-6	2	-9
N#CCC(=O)N1CC2(CC(c3cccc(NC(=O)COc4ccc(Cl)cc4)c3)=NO2)C[C@@H]1C(N)=O (stereo partly specified)	-5	-5	-0.1	8	-41*	-0.2	nt	2	1
N#C/C(=C/c1cc(Cl)c(O)c(Cl)c1)C(=O)N1CCCCC1	8	-3	-0.2	0	1	0.4	-1	4	4

A second format for 5 compounds above.
SMILES | D2 PAM | TRHR enhancer | TRHR agonist | D2 antag | D1 antagonist | D2 ag | RXFP1 antagonist | D1 ag | D1 potentiator
CCSc1nc2n(n1)C(c1cccc(F)c1)C1=C(CCCC1=O)N2 (stereo unspecified) | 13 | 2 | 0.0 | -11 | -4 | -1.5 | -5 | 0 | 0
COc1ccc(C)cc1NC(=O)CCCN1C(=O)NC(C)(C)C1=O | -6 | 6 | -0.4 | -9 | 21 | -0.2 | 11 | 1 | 5
CCOC(=O)N1CCN(C(=S)Nc2cccc(C)c2)CC1 | -4 | -2 | 0.2 | -3 | 10 | -0.1 | -16 | 0 | 0
CCOc1ccccc1CNC(=O)CCN1C(=O)COc2ccccc21 | 0 | 0 | -0.2 | 27 | 2 | -0.5 | 6 | 1 | -4
CCOc1ccc2nc3sc(C(=O)N4CCOCC4)c(N)c3cc2c1 | 4 | -8 | 0.4 | 3 | -1 | 2.1 | 6 | 0 | 3

Later entries
SMILES	D2 PAM	TRHR enhancer	TRHR agonist	D2 antag	D1 antagonist	D2 ag	RXFP1 antagonist	D1 ag	D1 potentiator
COc1ccc(C(=O)NNC(=O)CN2CCC(n3nnc4cc(F)ccc43)CC2)cc1	0	2	-0.1	2	-34*	-0.3	-5	1	3
O=S(=O)(c1ccccc1)n1nc(-c2ccco2)nc1NCc1ccccc1	3	0	0.1	nt	-4	-0.7	-1	5	1
CN1C(=O)C(C)(C)c2cc(S(=O)(=O)N3CCCC(C(=O)NCc4ccc(F)cc4)C3)ccc21 (stereo unspecified)	7	-4	-1.4	20	0	-1.2	nt	1	-2
CCOc1cccc2cc(C(=O)NCc3ccc(F)cc3)c(=N)oc12	-5	4	-0.2	28	24	-0.8	-3	-2	0
O=[N+]([O-])c1ccc(N2CCN(S(=O)(=O)Cc3ccccc3)CC2)cc1N1CCOCC1	12	-1	-0.3	-6	-12	0.2	11	3	-3
CC(=O)NCCNc1nc2c(-c3cccc(C)c3)nnn2c2ccccc12	-3	-5	0.5	-2	-12	0.1	-20	1	-6
O=C(c1ccccc1)c1ccc(COC(=O)c2cnccn2)cc1	6	3	-0.1	0	-15	0.1	-5	2	-5
CCCN(CCC)CCCNC(=O)c1nn(-c2cccc(OC)c2)c(=O)c2ccccc12	-14	-6	0.1	17	24	-0.1	-12	4	-12
CCOC(=O)C1=C(CC)Nc2ccccc2N=C1NC(=O)c1ccc(OC)c(S(=O)(=O)N2CCCCC2C)c1 (stereo unspecified)	3	-2	0.3	7	-9	-2.4	-1	2	-6
CCOC(=O)COc1ccc(S(=O)(=O)N2CCN(c3ccccc3)CC2)cc1	4	-5	-0.3	5	-11	-0.8	-9	6	-7
Cc1cc(C)c(CSc2nnnn2-c2ccc(C(=O)O)cc2)c(C)c1	3	0	-1.0	-8	-4	-1.3	-12	3	-2
O=C(NNC1=C(C(=O)C(F)(F)F)CCC1)c1ccc(Cl)cc1	nt	2	0.0	nt	-13	nt	-3	5	-3
CC(NC(=O)c1ccccc1)C(=O)N/N=C/c1ccccc1 (stereo unspecified)	-3	4	-0.2	10	3	0.7	-7	0	-1
O=S(=O)(NCc1ccco1)c1cnc(Cl)c(Cl)c1	10	-1	-0.4	-10	-7	1.0	0	3	-1
Cc1nn(-c2cc(C(F)(F)F)ccn2)c(=O)o1	11	-2	0.8	13	9	0.6	7	2	-1
COc1ccc(CCNCC2C(Oc3ccc(Cl)cc3)C(=O)N2c2ccccc2C)cc1OC (stereo unspecified)	-16	-8	0.3	21	-12	0.0	4	8	-6
COc1ccc(CNC(=O)COC(=O)c2c(NC(C)=O)sc(C)c2C)cc1	0	-5	-0.3	13	3	-0.1	-11	2	-4
COc1ccc(NC(=O)Cn2nnc(-c3ccccc3NS(=O)(=O)c3ccccc3)n2)cc1	-13	-5	1.6	-6	-4	0.7	nt	3	7
COC(=O)c1ccccc1NC(=O)Cn1c(=O)n(-c2cccc(C(F)(F)F)c2)c(=O)c2c(C)c(C)sc21	15	-15	-0.3	nt	0	nt	1	-1	3
Cc1c(NC(=O)CN2C(=O)NC3(CCC(C)CC3)C2=O)c(=O)n(-c2ccccc2)n1C (stereo unspecified)	11	4	-1.7	-4	2	0.4	-8	1	-3
CCCn1c(/C=C/c2ccco2)nc2ccccc21	-4	-5	0.0	-5	1	10	-8	9	-2
COc1cc(Br)cc2cc(C(=O)N3CCN(C(=O)c4ccco4)CC3)c(=O)oc12	3	5	-1.6	-5	14	-1.3	-8	1	-3
